# Assay outcomes from PubChem.
# NR2F2 inh: blocks human COUP-TFII nuclear receptor; P24468; HEK293T NGFI-A luciferase reporter, luminescence; inhibition, % at 8.6 µM; 370,000 compounds, 0.7% hits; AID 686940;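 active = inhibition above a per-plate cutoff, mean inhibition of test wells between control levels plus 3 SD, cut at about 38% in these data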;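 also: cells cotransfected with COUP-TFII expression vector driving the NGFI-A reporter; 0% = median of COUP-TF2 test wells and 100% = reporter-only cells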
# Target sequence (P24468 whole entry, looked up): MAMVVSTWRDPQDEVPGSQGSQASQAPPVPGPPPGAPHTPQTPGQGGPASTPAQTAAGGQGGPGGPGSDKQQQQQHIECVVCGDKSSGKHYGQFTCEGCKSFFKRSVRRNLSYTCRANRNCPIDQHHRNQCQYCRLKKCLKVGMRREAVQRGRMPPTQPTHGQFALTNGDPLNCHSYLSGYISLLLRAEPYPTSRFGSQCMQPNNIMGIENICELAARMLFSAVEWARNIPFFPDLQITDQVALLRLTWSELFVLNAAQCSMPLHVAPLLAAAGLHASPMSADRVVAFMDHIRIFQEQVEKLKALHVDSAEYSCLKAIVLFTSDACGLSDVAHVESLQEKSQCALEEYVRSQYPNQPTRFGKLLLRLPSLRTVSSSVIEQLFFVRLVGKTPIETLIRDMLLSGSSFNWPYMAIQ
# The depositor's hits bear a star. Not all compounds are listed; the hit share may differ from the screen's.
NR2F2 inh	molecule
33	COc1ccccc1CCn1cnc(-c2ccccc2F)c1CC(C)C
-14	COc1ccc(S[C@]2(C(=O)N3CCN(c4ncccn4)CC3)CC(=O)N(C(=O)/C=C/c3ccccc3)[C@@H]2c2ccc(OC)cc2)cc1
8	CC1CC(C)CN(C/C=C/c2ccccc2[N+](=O)[O-])C1 (centres undefined)
-8	COC(=O)[C@]12C[C@H](CC(=O)N3CCCC3)C(=O)N(Cc3ccc4c(c3)OCO4)C1=C[C@H](COCc1ccccc1)O[C@@H]2C
-3	O=C(CSc1nnc(-c2ccccn2)n1-c1ccccc1)Nc1cccc2ccccc12
-12	CCCCNc1ccc2c(c1)OC[C@H](C)NS2(=O)=O
15	COc1ccc(OC)c(CN(CC(C)C)S(=O)(=O)c2ccccc2Br)c1
1	CC1CCN(C(=O)c2ccc3c(c2)NC(=O)CN3)CC1
-3	C#CCN([C@@H](C)C(=O)OCC)S(=O)(=O)c1ccc(Br)cc1F
-13	CCCCN1C[C@@H]2CSCCS(=O)(=O)N2C1=O
-9	Cc1ccccc1-c1cccc2c3c([nH]c12)[C@@H]1C[C@H]2[C@@H](CN1CC3)[C@H](C)ON2C
-15	COc1ccc(CNC(=O)O[C@H]2CC[C@@]34CCCN3C(=O)CCC[C@H]4C2)cc1OC
11	CCOc1ccc2nc(NC(=O)CN3CCN(c4ccccn4)CC3)sc2c1
3	CCC(C)N(C(=O)c1ccc(CNC(=O)c2cccc(Br)c2)cc1)C(C)CC (centres undefined)
1	CCCC[C@H](C(=O)N(C)c1cccc(OC)c1)[C@@H](O)c1ccc2ccccc2c1
-31	Cc1[nH]nc2c1C(c1ccc(Br)cc1)NC2=O (centres undefined)
-1	CN1C(=O)C[C@@](C#N)(C(=O)NCc2ccc3c(c2)OCO3)[C@H]1c1ccccc1
-10	COC(=O)[C@]12C[C@H](CC(=O)NCc3cccc4ccccc34)C(=O)N(CCC3=CCCCC3)C1=C[C@H](C1CCCC1)O[C@@H]2C
-53	COc1ccc(-c2cc(-c3nnc(SCC(=O)Nc4ccc(-c5nc6ccc(C)cc6s5)cc4)n3N)[nH]n2)cc1
-25	COC(=O)C1=C(C)N(C)C(=NCc2ccc(OC)cc2)NC1c1cccc(C(F)(F)F)c1 (centres undefined)

# Of the compounds above, these have an aryl thioether with sulfur outside any ring.
NR2F2 inh	molecule
-14	COc1ccc(S[C@]2(C(=O)N3CCN(c4ncccn4)CC3)CC(=O)N(C(=O)/C=C/c3ccccc3)[C@@H]2c2ccc(OC)cc2)cc1
-3	O=C(CSc1nnc(-c2ccccn2)n1-c1ccccc1)Nc1cccc2ccccc12
-53	COc1ccc(-c2cc(-c3nnc(SCC(=O)Nc4ccc(-c5nc6ccc(C)cc6s5)cc4)n3N)[nH]n2)cc1

# Random excerpt: 4 compounds from above, in no set order.
NR2F2 inh	molecule
15	COc1ccc(OC)c(CN(CC(C)C)S(=O)(=O)c2ccccc2Br)c1
33	COc1ccccc1CCn1cnc(-c2ccccc2F)c1CC(C)C
-3	O=C(CSc1nnc(-c2ccccn2)n1-c1ccccc1)Nc1cccc2ccccc12
-53	COc1ccc(-c2cc(-c3nnc(SCC(=O)Nc4ccc(-c5nc6ccc(C)cc6s5)cc4)n3N)[nH]n2)cc1

# The main list resumes with the 2 entries that preceded the break.
NR2F2 inh	molecule
-53	COc1ccc(-c2cc(-c3nnc(SCC(=O)Nc4ccc(-c5nc6ccc(C)cc6s5)cc4)n3N)[nH]n2)cc1
-25	COC(=O)C1=C(C)N(C)C(=NCc2ccc(OC)cc2)NC1c1cccc(C(F)(F)F)c1 (centres undefined)
6	O=C(C1CCCN1S(=O)(=O)c1ccc(Cl)s1)N1CCc2ccccc2C1 (centres undefined)
-6	COC(=O)c1ccc(C)c(NC(=O)Cc2ccc([N+](=O)[O-])cc2)c1
-16	CCN(CC)C(=O)CC[C@H]1CC[C@]2(CCCN(Cc3ccc(Cl)cc3)C2)O1
8	COc1ccc(N(CC(=O)N/N=C(\C)c2cccs2)S(=O)(=O)c2ccccc2)cc1Cl
6	C[C@H]1[C@@H](OC(=O)Nc2ccccc2F)CC[C@@]23CCCN2C(=O)CCC[C@@H]13
4	c1ccc(-n2c(SCc3cccc4ccccc34)nnc2-c2ccncc2)cc1
23	O=C(c1cc(Cl)cc(Cl)c1)N1CCC(Oc2cccnc2)CC1
-3	Cc1ccc(/C=C2\SC(N3CCCC3)=NC2=O)cc1
-2	COc1ccc2c(c1C(=O)/C=C/c1ccccc1)OC(C)(C)C=C2
-4	CCOC(=O)C1CSCCS(=O)(=O)N1Cc1ccc(F)cc1 (centres undefined)
-1	COCC1CN(CCc2ccc(F)cc2)S(=O)(=O)c2c(F)cccc2O1 (centres undefined)
2	CCCc1nc2ccc(C(=O)OC)cn2c1Cc1ccccc1OC
-5	COC(=O)C1=C(C)N(C)C(=NCc2ccccc2)NC1c1ccc(F)cc1 (centres undefined)
-21	COc1cccc(CC(=O)NCC2CCN(C(=O)C(=O)c3cccs3)CC2)c1
10	CCOc1ccc(CCNC(=O)c2cc3ccsc3n2C)cc1OC
-6	NC(=O)c1ncn([C@@H]2O[C@H](C(=O)N[C@H](Cc3ccccc3)C(=O)N3CCN(c4ccc(Cl)cn4)CC3)[C@@H](O)[C@H]2O)n1
-15	O=C(O)c1ccc(C#Cc2cccc(F)c2)cn1
-2	CCCCc1c(-c2ccccc2OC)ncn1Cc1cccc(F)c1
-21	O=C(c1ccncc1)N1CC[C@H]2[C@H](CCCN2Cc2ccc(F)cc2)C1
18	CCOC(=O)[C@]12CCCC=C1N(Cc1ccc(OC)cc1)C(=O)[C@@H]2CC(=O)NCCCCc1ccccc1

# (more compounds)
NR2F2 inh	molecule
-18	COc1cccc(CC(=O)N2CCN(C(=O)C(=O)c3ccc(OC)c(OC)c3)CC2)c1
12	Cc1cc(=O)[nH]c(SCC(=O)Nc2ccc(Cl)cc2C)n1
-4	COC1=C[C@H](C(=O)NCc2ccccn2)[C@H](C)[C@@H](c2ccccc2)CC1=O
-19	COc1cccc(CNC(=O)[C@H]2CCCN2C(=O)[C@H]2CCCN2C(=O)c2ccc(Cl)cc2)c1
1	Cc1ccccc1-c1ccc2c(c1)[C@@H]1C[C@H]3[C@@H](CN1CC2)[C@H](C)OC(c1ccccc1)N3C (some centres undefined)
-1	CC(=O)Nc1ccc2c(c1)OCCOCCOc1cc(NC(C)=O)ccc1OCCOCCOCCO2
-2	O=S(=O)(c1ccc(C(F)(F)F)cc1)N1CCCc2nc(-c3ccc(F)cc3)ccc21
-19	COc1ccc(NC(=O)COc2ccc(C)cc2)c([N+](=O)[O-])c1
4	N#CCC[C@H]1CC[C@]2(CCCN(Cc3cccc4ccccc34)C2)O1
15	Cc1cc(NC(=O)Nc2cccc(F)c2)n(-c2ccccc2)n1
7	CC1(C)OC(=O)C2=C(CC(CCc3ccccc3)OC2c2ccc(Cl)cc2)O1 (centres undefined)
4	CCOC(=O)Nc1ccc2c(CN3C(=O)NC(CC)(CC)C3=O)cc(=O)oc2c1
-7	C[C@H](O)[C@@H]1C(=O)N2CCc3c([nH]c4c(-c5ccc6c(c5)OCO6)cccc34)[C@@H]2C[C@@H]1N(C)C(=O)c1ccccc1F
-10	CC(C)CCN(C)C1CCN(C(=O)Nc2ccc(Cl)cc2)CC1
4	Cc1ccc(-c2nc3ncccn3c2NC(=O)c2ccccc2)cc1
22	CC(C)(C)OC(=O)N1CCC(N[C@@H](Cc2ccccc2)C(=O)NCCc2c[nH]c3ccccc23)(C(=O)NC2CCCCC2)CC1
13	CC(C)(C)[C@@H]1/C(=C/C2CC2)N2C(=O)C[C@@H](c3ccccc3)N=C2N1Cc1ccc2c(c1)OCO2
-2	COCC(=O)N1[C@H](CO)[C@@H](c2ccc(-c3cccnc3)cc2)[C@H]1CN(C)S(=O)(=O)c1ccccc1[N+](=O)[O-]
-11	COC(=O)[C@]12C[C@H](CC(=O)N3CCOCC3)C(=O)N(Cc3ccc(Cl)cc3Cl)C1=C[C@H](COCc1ccccc1)O[C@@H]2C
3	N#Cc1cc([N+](=O)[O-])ccc1NC(=O)COC(=O)CCC1CCCCC1

# A section from further up, as a working copy:
NR2F2 inh	molecule
15	Cc1cc(NC(=O)Nc2cccc(F)c2)n(-c2ccccc2)n1
7	CC1(C)OC(=O)C2=C(CC(CCc3ccccc3)OC2c2ccc(Cl)cc2)O1 (centres undefined)
4	CCOC(=O)Nc1ccc2c(CN3C(=O)NC(CC)(CC)C3=O)cc(=O)oc2c1

# (further entries)
NR2F2 inh	molecule
26	c1cc(-c2nnc3n2N=C(c2ccc4c(c2)OCO4)CS3)ccn1
-5	O=S1(=O)CCC(N(N=Cc2ccco2)c2ccccc2)C1 (centres undefined)
28	COC(=O)[C@]12C[C@H](CC(=O)N3CCC(c4ccccc4)CC3)C(=O)N(CCC3=CCCCC3)C1=C[C@H](C(C)(C)C)O[C@@H]2C
3	O=C(NCc1ccccc1F)C1C2C=CC3(CN(Cc4ccccc4)C(=O)C13)O2 (centres undefined)
-11	CC(C)(C)[C@H](NC(=O)c1cc(Cl)cc(Cl)c1)C(=O)N1CCC[C@H]1C(=O)N[C@H](C#N)CC(=O)O
47*	CC(C)(C)c1ccc2c(c1)OC(C(=O)N/N=C/c1ccc[nH]1)CO2 (centres undefined)
15	CCCC1CCC2(CC1)CCC2OC(=S)NCCc1ccc(Cl)cc1 (centres undefined)
-30	C[C@H]1CCC/C=C/C(=O)c2c(cc(O)c(Cl)c2O)CC(=O)O1
-25	Nc1[nH]c(C(=O)c2ccccc2)c(-c2ccc3ccccc3c2)c1C(=O)NCc1ccc(-c2ccccc2)cc1
-12	Nc1[nH]c(C(=O)c2ccccc2)c(-c2ccc(Cl)c(F)c2)c1C(=O)c1c[nH]c2ccccc12
19	Nc1nc2cc3c(cc2cc1C(=O)NCc1cccnc1)OCO3
6	CCOc1ccc(-n2c(SCC(=O)c3ccc4ccccc4c3)nnc2-c2ccco2)cc1
-24	O=C(Nc1cccc(Br)c1)OC1CC2CC1[C@H]1CCCCN1[C@H]2Cc1ccccc1 (some centres undefined)
-7	CCC[C@H]1[C@@H](NC(=S)Nc2ccccc2Cl)CC[C@@]23CCCN2C(=O)CCC[C@@H]13
8	CC(=O)N1CCN(C(=O)CN2C(=O)CC(C)(C)S(=O)(=O)c3ccccc32)CC1
10	COc1ccc(/C=N\NC(=O)Cc2cccn2C)cc1OCc1ccccc1
-21	C=CCN1[C@H](C)COc2cccc(N3CCSCC3)c2S1(=O)=O
-17	C=CCNC(=S)N1C[C@H]2CON(C)[C@H]2C[C@H]1c1ccccc1Br
17	c1ccc(Cc2cnc(N3CCN(Cc4csc5ccccc45)CC3)nc2)cc1
-14	Cc1ccccc1NC(=O)N(C)[C@H]1C[C@H]2c3[nH]c4c(-c5ccccc5)cccc4c3CCN2C(=O)[C@H]1[C@H](C)O

# Next records follow.
NR2F2 inh	molecule
1	C=CCNc1ccc(N2C(=O)C3CCC(C)CC3C2=O)cc1[N+](=O)[O-] (centres undefined)
11	Cc1ccc(NC(=S)NNC(=O)c2cnccn2)cc1
-4	O=C(CSc1nnc(-c2ccc(Cl)cc2)n1Cc1ccco1)Nc1cccc2ccccc12
-6	C=CCNC(=O)CN(C(=O)c1ccncn1)c1cccc(Br)c1
13	Cc1cc(=O)[nH]c(SCC(=O)Nc2cccc(C)c2C)n1
2	O=C(Nc1ccc(F)cc1)OCc1cn(Cc2cccc(F)c2F)nn1
-9	COC(=O)c1c(-c2ccc(OC)cc2)c2c(c3c4cc(OC)ccc4n(S(=O)(=O)c4ccc(F)cc4)c13)C(=O)N(C)C2
13	COc1ccc(C(=O)OCCCN(C)C2CN(Cc3cn(Cc4ccccc4Cl)nn3)S(=O)(=O)C2)cc1OC (centres undefined)
-14	C[C@H](CO)N1C[C@H](C)[C@@H](CN(C)C(=O)c2ccncc2)OCc2cn(nn2)CCCC1=O
-3	O=C(N[C@@H](Cc1cccnc1)C(=O)N1CCC[C@H]1C(=O)NCCc1ccccc1Cl)C1CCCC1
8	O=C(OCc1cn(Cc2ccc(F)c(F)c2)nn1)N1CCOCC1
7	COc1ccc(OC)c(S(=O)(=O)CC(=O)c2cc3ccccc3oc2=O)c1
-4	Cc1ccc(C(=O)N2CCC[C@@H]2C(=O)N2CCC[C@@H]2C(=O)NCc2ccccc2)cc1C
1	CCC[C@H]1[C@@H](OC(=O)NCc2ccccc2)CC[C@@]23CCCN2C(=O)CCC[C@@H]13
8	O=C(c1cccc(Br)c1)N1CCC(Oc2cccnc2)CC1
9	c1csc(CNc2ncnc3ccc(-c4ccc5c(c4)OCO5)cc23)n1
8	CCc1ccc(CCNC(=O)OC2CC3CC2[C@H]2CCCCN2[C@H]3C)cc1 (some centres undefined)
19	C=CCN1[C@H](C#N)[C@@H](c2ccc(C#Cc3ccccc3OC)cc2)[C@H]1CO
3	COC(=O)[C@H](C(C)C)N1Cc2nnn(Cc3ccc(C)cc3)c2-c2cc(F)ccc2S1(=O)=O
-22	C=CCCC(=O)N[C@H]1CC[C@@]23CCCN2C(=O)CCC[C@H]3[C@H]1CCC

# Going on with the list.
NR2F2 inh	molecule
-1	C#CCNC(=O)C[C@H]1C[C@@]2(C(=O)OC)C(=C[C@H](COCc3ccccc3)O[C@@H]2C)N(Cc2cccc3ccccc23)C1=O
7	CC(=O)N1CCc2cc(S(=O)(=O)NC3CCN(C(=O)C(C)(C)C)CC3)ccc21
-13	Cc1ccc2c(c1)C1CS(=O)(=O)N(C3CCCC3)C(=O)N1C2 (centres undefined)
6	Oc1ccc(CNc2ccc(C(F)(F)F)cc2F)c2cccnc12
1	O=C(NCCc1c[nH]c2ccccc12)OCc1cn(Cc2ccc(F)cc2F)nn1
10	CC(C)CC1NC(=O)c2ccccc2-n2c1nc1ccc(F)cc1c2=O (centres undefined)
-14	Cc1ccc(NC(=O)OC2CCC23CCCCC3)cc1 (centres undefined)
8	CC(C)(C)C(=O)OC12CCCN(C1)/C(=C/c1cccc(Cl)c1)C2 (centres undefined)
-3	O=C1CC[C@@]23CCCN2C(=O)CCC[C@H]3[C@H]1Cc1ccccc1
-6	CN(C)c1cccc(/C=C2\CC3(OC(=O)C4CCCC4)CCCN2C3)c1 (centres undefined)
-10	CN(CCO)C1CN(Cc2cn(Cc3ccccc3C(F)(F)F)nn2)S(=O)(=O)C1 (centres undefined)
-7	c1ccc2c(c1)N=C(N1CCN(Cc3ccc4c(c3)OCO4)CC1)c1ccccc1S2
11	Cc1cc(NS(=O)(=O)c2ccc(NC(=O)Cc3ccc(Cl)c(Cl)c3)cc2)on1
